# Screening data (PubChem BioAssay)
# AmpC inh detg: qHTS Inhibitors of AmpC Beta-Lactamase (assay with detergent) | P00811 | AmpC hydrolysis of nitrocefin, absorbance 480 nm, 0.01% Triton | Potency, µM (top dose mostly 114 µM), for inactives: at the highest dose activity change, negative = inhibition, hits mostly inhibitors | 0.041% of 370,000 active | AID 485294, 2010;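 note: potency is the fitted concentration of half-maximal effect; 0% = no-compound wells and -100% = no-enzyme wells; nearly all actives have a fitted effect of over 25% in size; some results filed as inactive show a strong effect at the top dose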
# Target sequence (P00811 whole entry, looked up): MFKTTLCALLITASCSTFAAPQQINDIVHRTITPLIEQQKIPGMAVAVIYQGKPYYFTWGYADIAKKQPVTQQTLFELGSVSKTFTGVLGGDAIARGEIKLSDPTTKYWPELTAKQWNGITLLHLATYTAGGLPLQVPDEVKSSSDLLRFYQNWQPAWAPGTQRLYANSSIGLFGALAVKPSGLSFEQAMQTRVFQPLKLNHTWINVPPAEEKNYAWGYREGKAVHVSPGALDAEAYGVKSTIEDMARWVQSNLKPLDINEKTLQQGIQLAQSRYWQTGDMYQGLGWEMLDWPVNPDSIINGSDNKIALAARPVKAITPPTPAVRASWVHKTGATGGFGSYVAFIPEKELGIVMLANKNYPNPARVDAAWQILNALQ
#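 20 mM phosphate pH 7.0 + 0.01% (detergent screen) or 0.0001% Triton X-100; 5.3 nM AmpC reagent; cpd preinc 15 min RT; nitrocefin (800 uM stock) to start; A480 q20 s × 4 min; Activity was normalised to no-enzyme and no-compound control wells.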
# FBPA Giardia inh: qHTS Assay for Inhibitors of Fructose-1,6-bisphosphate Aldolase from Giardia Lamblia; AID 2451, 2010; purified Giardia FBPA; Potency, µM (highest dose often 59.6 µM), for the others: at the highest dose activity, negative = inhibition, hits mostly inhibitors; 0.71% of 290,000 active; A8B2U2; note: potency is the fitted concentration of half-maximal effect; nearly all actives have a fitted effect of over 55% in size
# Target sequence (A8B2U2 whole entry, looked up): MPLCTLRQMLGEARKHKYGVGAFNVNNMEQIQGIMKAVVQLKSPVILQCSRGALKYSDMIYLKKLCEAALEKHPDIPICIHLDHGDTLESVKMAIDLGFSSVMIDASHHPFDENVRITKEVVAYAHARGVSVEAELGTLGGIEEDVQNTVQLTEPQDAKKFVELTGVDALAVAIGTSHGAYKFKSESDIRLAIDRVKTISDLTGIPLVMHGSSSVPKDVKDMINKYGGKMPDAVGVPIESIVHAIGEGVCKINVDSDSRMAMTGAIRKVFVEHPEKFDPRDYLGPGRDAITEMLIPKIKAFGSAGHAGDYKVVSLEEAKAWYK
#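 40 nM FBPA preincubated 10 min at RT with compound (up to 57.5 uM final), then substrate plus GAPDH/TPI/NAD/arsenate coupling and diaphorase/resazurin added. Fluorescence read after 20 min at RT, 525/598 nm.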
# AMA1-RON2 inh: qHTS for Inhibitors of AMA1-RON; Towards Development of Antimalarial Drug Lead: Primary Screen; Plasmodium falciparum AMA1 (3D7) - RON2 peptide interaction; AlphaScreen AMA1-biotinylated RON2 peptide binding; Potency, µM (series often up to 58.2 µM), inactives show top-dose activity change, negative = inhibition, hits mostly inhibitors; 0.2% of 360,000 active; AID 720542, 2013;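 note: potency is the fitted concentration of half-maximal effect; 0% = vehicle wells and -100% = peptide control; nearly all actives have a fitted effect of over 45% in size; some results filed as inactive show a strong effect at the top dose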
#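 AMA1 (3D7) with his tag at 25 nM final met compounds first, then biotinylated RON2 peptide at 25 nM; detection used donor plus acceptor beads, 10 µg/mL apiece, read by AlphaScreen after 30 min at room temperature.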
# Sm TGR inh: qHTS Assay for the Inhibitors of Schistosoma Mansoni Peroxiredoxins; Schistosoma mansoni thioredoxin glutathione reductase (TGR), Q962Y6; purified TGR, DTNB reduction, TNB absorbance 405 nm; Potency, µM (series often up to 114 µM), inactives show top-dose activity change, negative = inhibition, hits mostly inhibitors; 3% of 360,000 active; note: potency is the fitted concentration of half-maximal effect; nearly all actives have a fitted effect of over 60% in size
#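 TGR 20 nM + NADPH 100 uM (dispensed conc.), cpd preinc 15 min RT; start with NADPH (500 uM addition) then DTNB (15 mM addition). Kinetic TNB absorbance, 405 nm filter. Four-parameter Hill fit across titration.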
# HCMV antiviral: qHTS Assay for inhibitors of the human cytomegalovirus (HCMV); HFF cells, HCMV-luciferase reporter, 72 h; stronger effect = lower value; 4.5% of 410,000 active; activity change, negative = inhibition, % at 57.5 µM; in the data active = activity change below about -60%; inconclusive = no clear call, values can overlap the other calls; inactive = above about -39%
#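 Two-dose cell screen: HFF monolayers treated with compounds and infected with luciferase-expressing HCMV at 1 PFU/cell, 72 h at 37C, then lysed for luciferase measurement.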
# HCV inh: qHTS Assay for Inhibitors of Hepatitis C Virus (HCV) | Huh7.5.1 HCVcc-Cre infection, luciferase reporter, 44 h | Potency, µM (doses to about 41.8 µM), for the others: at the highest dose activity change, negative = inhibition, hits mostly inhibitors | 3.4% of 340,000 active; note: potency is the fitted concentration of half-maximal effect
#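 Compounds are dispensed onto cells plated 4 h earlier at 1,000 per well, with HCVcc-Cre virus (about 0.5 moi) added next. Following 44 h of culture, luminescent signal is measured for 15 sec after 15 min with substrate at room temperature.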
# Active calls of the source: *; ? = inconclusive; . = no result given; [ ] = dose if it differs, or a comment. Unless noted, calls come from the whole dose curve; as a rule, active = well fitted curve in the direction sought with a large enough effect; inconclusive = small, poorly fitted or top-dose-only effect, or another doubt; inactive = no such curve, though single readings can be large; an effect the other way counts as inactive or inconclusive. Unless noted, % is set by controls: 0 for no effect and ±100 for the full control effect.
Compound	AmpC inh detg	FBPA Giardia inh	AMA1-RON2 inh	Sm TGR inh	HCMV antiviral	HCV inh
CC(=O)Cn1ncc(N2CCOCC2)c(Cl)c1=O	2%	2%	5%	6%	10	4%
CCCNC(=O)Cn1c(=O)/c(=C\c2ccc(-c3ccc([N+](=O)[O-])cc3)o2)s/c1=C\C(=O)C(C)(C)C	-14%	0%	-8%	2%	.	?
Cc1cccc(CN2CCSCC2)c1	-14%	?	-27%	4%	-7	9%
COc1ccc(CCNC(=O)c2nn(C)c3c2CS(=O)(=O)c2ccccc2-3)c(OC)c1	-8%	14%	5%	-10%	?	11µM*
Cc1ccc(O)c(-c2n[nH]c3c2C(c2ccccc2F)N(Cc2ccco2)C3=O)c1 (centres undefined)	9%	.	.	3%	?	.
O=C(O)CCC1(C(=O)O)OCCc2ccccc21 (centres undefined)	2%	4%	-3%	-1%	7	4%
Cc1cccc(OC(C)C(=O)Nc2cc(S(=O)(=O)N3CCCCC3)ccc2C)c1 (centres undefined)	-5%	.	-18%	-1%	-33	?
CCCN1C(=O)/C(=C/c2cc(C)n(C)c2C)SC1=Nc1ccc(OCC)cc1	-1%	0%	-10%	-2%	27	-18%
COc1ccc(S(=O)(=O)NCCCN2CCOCC2)cc1F	-5%	.	24%	-10%	0	24%
Cn1cccc1/C=C1\C(=O)NC(=O)N(Cc2ccco2)C1=O	4%	0%	-23%	40µM*	?	14%
Cc1ccc(OCc2cc(C(=O)N3CCC(C(O)C(C)C)CC3)no2)cc1C (centres undefined)	-3%	0%	-1%	10%	31	-22%
CCN(CC)S(=O)(=O)c1ccc(C(=O)OCC(=O)N2CCOCC2)cc1	-4%	17%	2%	2%	-35	8%
CCN(CC)Cc1ccccn1	-7%	-20%	27%	16%	22	-1%
CCSc1nsc(NC(=O)Nc2ccccc2Cl)n1	.	.	2%	.	29	-19%
COc1ccc(S(=O)(=O)N2CCC(NC(=O)Nc3ccc(C)cc3)CC2)cc1	-3%	-4%	1%	12%	-18	1%
CCCCN(CC)Cc1ccc(CNC(=O)Nc2ccccc2)o1	-12%	-1%	0%	19%	5	-19%
CCOc1ccc(CCNC(=O)CN2CCN(Cc3ccc(Cl)cc3)C2=O)cc1OCC	12%	.	.	5%	-12	.
Cc1cc(NCCCn2ccnc2)n2nc(-c3ccc(Cl)cc3)cc2n1	-6%	-4%	-2%	.	-28	-11%
COc1ccc(NC(=O)Cn2c(=O)n(-c3ccc(C)c(C)c3)c(=O)c3c(C)c(C)sc32)cc1	8%	.	.	1%	-16	.
CCCCN(CCCC)C(=O)c1cn(CC)c2cc(N3CCN(C)CC3)c(F)cc2c1=O	1%	-10%	-2%	5%	-66*	-13%
CCOc1cc(C(C(=O)NCC2CCCO2)N(C(=O)Cn2nnc3ccccc32)c2ccc(NC(C)=O)cc2)ccc1O (centres undefined)	-6%	.	13%	22µM*	33	?
C/C(=N\OCc1ccccc1C#N)c1cc2ccccc2o1	2%	-2%	0%	2%	?	1%
O=C(N/C(=C/c1ccccc1Cl)C(=O)N1CCOCC1)c1ccccc1	.	.	-6%	.	26	9%
COc1ccc(CN2CCCCC2C)cc1C (centres undefined)	-3%	1%	3%	1%	-24	21%
COC(=O)c1ccc([C@H]2Nc3ccc(S(=O)(=O)Nc4cccc(C)c4)cc3[C@H]3C=CC[C@H]32)cc1	?	.	.	25µM*	10	.

# Ordered by length of the SMILES (largest number first): part of the list above.
Compound	AmpC inh detg	FBPA Giardia inh	AMA1-RON2 inh	Sm TGR inh	HCMV antiviral	HCV inh
COc1ccc(CCNC(=O)c2nn(C)c3c2CS(=O)(=O)c2ccccc2-3)c(OC)c1	-8%	14%	5%	-10%	?	11µM*
Cc1ccc(OCc2cc(C(=O)N3CCC(C(O)C(C)C)CC3)no2)cc1C (centres undefined)	-3%	0%	-1%	10%	31	-22%
CC(=O)Cn1ncc(N2CCOCC2)c(Cl)c1=O	2%	2%	5%	6%	10	4%

# The list continues.
Compound	AmpC inh detg	FBPA Giardia inh	AMA1-RON2 inh	Sm TGR inh	HCMV antiviral	HCV inh
COc1ccc(N(C(C)C(=O)NCCSCc2cccc(Cl)c2)S(C)(=O)=O)cc1 (centres undefined)	-14%	1%	16%	59%[activator]	-30	-10%
Cc1cccc(NC(=O)C2CCCN2C(=O)OCC(C)C)c1C (centres undefined)	-13%	1%	-11%	-3%	21	-8%
COc1ccc(NS(=O)(=O)c2ccc(F)c(Cl)c2)cn1	-12%	-1%	21%	-9%	11	14%
O=C(CCS(=O)(=O)c1cccc2nonc12)Nc1ccc(F)cc1F	18%	.	.	0%	?	.
Cc1ccnc(NC(=O)C2CCN(S(=O)(=O)c3ccc(Cl)c(C(F)(F)F)c3)CC2)c1	0%	.	-2%	1%	-12	-16%
O=C(OCC(=O)N1CCCC1)c1ccc(Cl)c([N+](=O)[O-])c1	4%	.	1%	-13%	-29	-2%
N#CC1(NC(=O)COC(=O)C2CCN(S(=O)(=O)c3ccc4c(c3)OCCO4)CC2)CCCCC1	.	.	2%	.	2	21%
CC(C)C(NS(=O)(=O)c1cccc2nsnc12)C(=O)N1CCc2ccccc2C1 (centres undefined)	?	1%	11%	-1%	-6	10%
O=C(CCC1CCCC1)N=C1SC2CS(=O)(=O)CC2N1Cc1ccccc1 (centres undefined)	1%	-6%	-8%	0%	-21	7%
CN1CCN(CC(O)COc2ccc(Cl)cc2)CC1 (centres undefined)	-14%	-18%	-2%	?	3	-15%
COCCCNC(=O)CC(C)c1ccccc1 (centres undefined)	0%	5%	7%	-2%	-10	23%
O=C(CSCCO)Nc1cc(C(F)(F)F)ccc1Cl	?	0%	-4%	2%	-10	12%
CSc1nnc(Cn2c(=O)sc3ccccc32)n1CCc1ccccc1	?	6%	-8%	-14%	-6	-10%
CC(C)OP(=O)(OC(C)C)C(Nc1ccccc1)c1cccnc1 (centres undefined)	3%	3%	-5%	6%	30	4%
CN1CCN(NC(=O)c2ccc(S(=O)(=O)N3CC4(C)CC3CC(C)(C)C4)cc2)CC1 (centres undefined)	4%	-6%	-2%	3%	-28	-18%
COc1ccc(S(N)(=O)=O)cc1C(=O)OCC1CCCCC1	1%	27%	1%	6%	?	-16%
COc1cc(NC(=O)c2cc3cccc(OC)c3o2)cc(C(=O)Nc2cccc(C(F)(F)F)c2)c1	0%	4%	3%	18%	38	?
Nc1ccc(C(=O)OCCCc2nc3cc4ccccc4cc3[nH]2)cc1	-12%	?	-7%	5%	?	-16%
COc1ccc(CC(=O)Nc2ccc(-c3noc(-c4ccc(Cl)cc4)n3)cc2)cc1	?	1%	-2%	0%	?	?
CCC(=O)Nc1nc(CC(=O)Nc2ccccc2OC)cs1	-3%	6%	-4%	-6%	15	2%
CC(C)[C@H](NC(=O)OCc1ccccc1)C(=O)OCC(=O)NCCc1ccccc1	0%	.	-10%	20%	19	2%
Cc1cc(C)cc(NC(=O)c2oc3ccc4c(c3c2C)C(=O)CC(C)(C)O4)c1	19%	.	.	1%	-105*	.
Cc1nc2cc(NC(=O)NCc3ccco3)ccc2n1C	-4%	-1%	-4%	3%	-36	13%
O=C(NCc1cc(F)ccc1F)C1CCC(=O)N(C2CCCCCC2)C1 (centres undefined)	-1%	.	-5%	-1%	1	13%
CC(C)c1nn2c(=O)cc(COC(=O)CNC(=O)c3ccccc3)nc2s1	?	.	.	-4%	14	.
CC(C)(C)n1c(=O)[nH]c2c(c1=O)CCC2	-14%	10%	8%	5%	17	14%
CC(C)Cn1c(=O)c(C(=O)NCc2ccccn2)c(O)c2ccccc21	-17%	21%	10%	-11%	-22	-2%
O=C(Nc1ccc(CN2CCS(=O)(=O)CC2)cc1)c1ccc(F)cc1	-5%	1%	0%	-15%	26	-7%
CCOC(=O)c1c(/N=C/c2ccc(OC)cc2O)sc2c1CCN(C)C2	-2%	?	-6%	?	-20	-14%
CSc1ccc(CN2CCC(n3nccc3NC(=O)C3CCOC3)CC2)cc1 (centres undefined)	3%	.	-4%	2%	0	19%
CC[C@@]1(c2ccccc2)C(=O)N(C(=O)OC)N1C(=O)OC	5%	-8%	2%	2µM*	15	25%
C#CCOCCOCCOCCNc1nc(N2CCN(C(=O)[C@H](C)n3cc(CCC(=O)O)nn3)CC2)nc(N2CCN(C(=O)[C@H](Cc3ccc(O)cc3)n3cc(CCO)nn3)CC2)n1	.	.	1%	.	-19	?
Cc1cccc(C)c1NC(=O)CNC(=O)C(NC(=O)c1ccc(C(C)(C)C)cc1)C(C)C (centres undefined)	0%	0%	-2%[2.32 µM]	-4%	?	-26%
CN1C[C@@H]2C[C@@H](c3ccc(C#CC(C)(C)O)s3)N3CCC[C@@]23C1=O	9%	-11%	2%	-17%	-26	9%
CCC1=C(c2ccc(OC)cc2)CCC(C(=O)O)C1C (centres undefined)	.	.	23%	.	-3	-2%
CCCCn1c(N)c(N(CC)C(=O)c2ccc(C#N)cc2)c(=O)[nH]c1=O	1%	2%	32%[activator]	4%	21	6%
O=C(c1ccc([N+](=O)[O-])cc1)N1C=CC(C(F)(F)F)=NCC1	-12%	1%	98%[activator]	-32%	5	13%
NNC(=O)C1C(O)CCC2CN3CCc4c([nH]c5ccccc45)C3CC21 (centres undefined)	.	.	39%[activator]	.	-100*	12%
COc1cc(NS(=O)(=O)c2ccc(NC(=O)c3ccc(S(=O)(=O)N4CCCC4)cc3)cc2)ncn1	10%	13%	.	5%	21	.
O=S(=O)(Cc1cc(Cl)nc(-c2ccccc2)n1)c1ccccc1	6%	8%	3%	1%	-36	?
Cn1cnnc1SCCC(=O)Nc1ccc(Cl)cc1	-10%	-1%	-1%	4%	18	-3%
CC1CCN(CCCn2c(SCC(=O)NC3CCCC3)nc3ccccc3c2=O)CC1	-1%	3%	-10%	-9%	-26	2%
COc1cc(CNCc2ccco2)ccc1OCc1ccccc1	-17%	-10%	-17%	0%	-35	11µM*
CC(=O)Nc1c2c(nn1-c1cccc(C)c1)CSC2	3%	?	-2%	-10%	0	-3%
CC1CCc2onc(C(=O)N3CCN(c4cccc(Cl)c4)CC3)c2C1 (centres undefined)	24%	.	.	-4%	-60*	.
CCOC(=O)Cn1c(=O)c2c(nc3n2CCCN3Cc2ccccc2)n(C)c1=O	-7%	2%	-12%	-7%	?	-23%
O=C1C2CCCN2C(c2cccs2)N1c1ccccn1 (centres undefined)	-4%	-11%	3%	0%	-12	-1%
O=C(O)C1[C@H]2C(=O)N(C3CCCC3)C[C@]23C=C[C@H]1O3 (some centres undefined)	-11%	4%	-8%	14%	9	17%
CCCc1cc(=O)n2[nH]c(NCc3ccc(OC)c(OC)c3)nc2n1	?	5%	-2%	13%	46	14%

# The order is random. Share with any hit: about 9.3%.
